TPT1 inh: inhibitors of Candida albicans tRNA 2'-phosphotransferase TPT1; recombinant caTPT1, FP RNA substrate dephosphorylation; inhibition, % at 5 µM; 300,000 tested, 0.81% active; AID 1962;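 active means inhibition above the mean of all tested compounds plus 3 SD, set per screening campaign, cut at about 24% in these data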;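 further: plate controls were DMSO alone for no effect and ferristatin control at 100 nM for full effect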
core dimer inh: HCV core protein dimerization inhibition | TR-FRET GST/Flag-core106 dimerization, 1536-well | 300,000 tested, 0.33% active | inhibition, % at 5 µM | AID 1899;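 active means inhibition above the mean of all tested compounds plus 3 SD, set per screening campaign, cut at about 45% in these data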
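Test system: GST/Flag-tagged HCV core106 proteins; Medium: KF-containing HEPES buffer, pH 7.45, DTT, CHAPS, BSA; Times: compound-protein-antibody incubation 4 h at 22.5 °C; Detection: TR-FRET 671 and 617 nm emission; Benchmarks: wells lacking GST-core106 and wells with excess unlabelled core106.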
LYPLA2 counter: LYPLA2 (human) inhibition in PME1 counter-screen; AID 2177; 320,000 tested, 0.38% active; recombinant LYPLA2, FP-Rh probe fluorescence polarization; inhibition, % at 5.9 µM;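 active means inhibition above the screen-wide mean plus 3 SD, limit set per campaign, cut at about 26% in these data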;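 further: 0% = LYPLA2 with DMSO and 100% = wells lacking LYPLA2 enzyme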
Target sequence (O95372 whole entry, looked up): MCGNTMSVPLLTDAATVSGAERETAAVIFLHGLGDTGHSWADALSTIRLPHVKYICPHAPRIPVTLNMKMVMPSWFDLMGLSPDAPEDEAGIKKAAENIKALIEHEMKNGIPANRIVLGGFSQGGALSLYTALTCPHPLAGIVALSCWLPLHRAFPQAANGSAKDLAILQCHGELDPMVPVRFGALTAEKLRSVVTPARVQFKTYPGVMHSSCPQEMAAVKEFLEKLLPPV
CTSL1 counter: cathepsin L1 inhibition, PFM18AAP counter-screen. recombinant F. hepatica cathepsin L1, Z-Leu-Arg-MCA fluorescence. AID 1906. inhibition, % at 5.96 µM. 300,000 tested, 0.49% active;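 active means inhibition above the mean of all tested compounds plus 3 SD, set per screening campaign, cut at about 17% in these data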;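 further: 0% = plate median of test compound wells and 100% = 1 µM Z-Phe-Ala-diazomethylketone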
PREPL inh: human PREPL enzyme inhibition; Q4J6C6; recombinant PREPL, fluorescence polarization activity-based probe; inhibition, % at 5.96 µM; 320,000 tested, 0.68% active; in the data active means inhibition above about 43%;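 further: 0% = enzyme with DMSO and 100% = wells lacking enzyme; many of its hits are not listed in these tables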
GASC-1 inh: blocks human GASC-1 demethylase activity | Q9H3R0 | GST-JMJD2C(1-420) H3K9me3 demethylation, DELFIA europium | inhibition, % at 2.35 µM | 330,000 tested, 0.069% active | AID 2099;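 active means more than half of a compound's replicate wells show inhibition beyond 50%, single wells judged on their own value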;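 further: signal counts dimethyl H3K9 product captured on neutravidin plate; 0% = median of DMSO wells and 100% = 0.3 times that DMSO median; strong numbers were not always called active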
Target sequence (Q9H3R0 1-420 limits assumed): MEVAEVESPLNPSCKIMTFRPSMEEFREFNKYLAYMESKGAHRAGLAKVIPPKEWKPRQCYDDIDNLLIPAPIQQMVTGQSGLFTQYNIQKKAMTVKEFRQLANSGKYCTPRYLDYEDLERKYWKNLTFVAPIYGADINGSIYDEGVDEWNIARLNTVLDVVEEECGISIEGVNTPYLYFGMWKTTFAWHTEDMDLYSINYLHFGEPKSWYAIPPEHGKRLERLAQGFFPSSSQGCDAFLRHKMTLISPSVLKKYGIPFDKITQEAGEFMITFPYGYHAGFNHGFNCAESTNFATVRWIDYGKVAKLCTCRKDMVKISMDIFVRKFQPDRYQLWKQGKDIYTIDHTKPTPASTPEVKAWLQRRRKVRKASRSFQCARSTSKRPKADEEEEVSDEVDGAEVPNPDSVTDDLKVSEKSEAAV
PP1 inh: PP1-alpha (human) inhibition in PP5 counter-screen | P62136 | purified PP1alpha, OMFP fluorescence | inhibition, % at 6.7 µM | 320,000 tested, 0.9% active | AID 2235;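 active means inhibition above the mean inhibition of all tested compounds plus 3 SD, computed separately for each screening campaign, cut at about 15% in these data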
Target sequence (P62136 whole entry, looked up): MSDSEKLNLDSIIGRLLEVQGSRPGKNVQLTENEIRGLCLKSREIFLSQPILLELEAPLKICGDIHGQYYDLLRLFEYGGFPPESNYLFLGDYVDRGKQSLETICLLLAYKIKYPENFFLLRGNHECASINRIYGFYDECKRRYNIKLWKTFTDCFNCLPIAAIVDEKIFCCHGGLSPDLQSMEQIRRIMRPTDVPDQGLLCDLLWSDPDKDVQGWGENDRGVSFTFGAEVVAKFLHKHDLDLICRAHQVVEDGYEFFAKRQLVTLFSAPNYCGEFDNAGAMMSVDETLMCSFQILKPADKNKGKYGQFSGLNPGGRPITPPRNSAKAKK
PP5 inh: inhibitors of human protein phosphatase 5 (PP5); P53041; purified PP5c, OMFP substrate fluorescence; inhibition, % at 6.7 µM; 320,000 tested, 0.18% active; AID 1987;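 active means inhibition above the campaign's mean inhibition across all tested compounds plus 3 SD, cut at about 9.5% in these data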;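 further: 0% = DMSO only and 100% = 100 µM cantharidin control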
Efflux pump mplx: inhibitors of Candida antifungal efflux pumps expressed in yeast; S. cerevisiae Candida pump triplex, Nile Red efflux; 330,000 tested, 0.44% active; inhibition, % at 10 µM;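 active means plate passing quality check with inhibition over a set limit, or well fluorescence over plate mean plus 4 SD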;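 further: Nile Red retained in pooled yeast measured as flow cytometry median fluorescence; 0% = buffer negative control and 100% = Enniatin B positive control; higher means more Nile Red kept so more efflux inhibition; some compounds called inactive have numbers as strong as hits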
The depositor's hits bear a star; · = not tested or not shown. An excerpt (hit frequency here may not be typical).

Every second line gives: TPT1 inh, core dimer inh, LYPLA2 counter, CTSL1 counter, PREPL inh, GASC-1 inh, PP1 inh, PP5 inh, Efflux pump mplx
1	CC1CCN(S(=O)(=O)c2ccc3ccccc3c2)CC1
    1, 7, 1, 1, 4, 9, -1, 4.0, 0.2
2	CCCN(CCC)CC(=O)N1CC(=O)Nc2ccccc21
    0, -9, 1, -3, -5, -11, 3, 0.2, 0.0
3	Cc1cccc(NC(=O)CSC(N)=O)c1C
    -5, -3, 3, 5, 4, 12, -3, -1.0, 0.0
4	O=C(NCc1ccccn1)C1CCN(Cc2cccc(OCc3ccccc3)c2)CC1
    0, -9, 4, -5, 3, 5, 1, 4.1, -0.2
5	CCc1cccc(C)c1NC(=O)C1CCCO1 (stereo not given)
    1, 5, -1, -3, 3, 18, -8, -1.6, 0.0
6	Cc1cccc(NC(=O)C2(c3ccccc3)CC2(Cl)Cl)c1 (stereo not given)
    -1, 2, -1, -2, 6, 11, 5, 5.3, 0.5
7	CCCCc1ccc(NC(=S)NCC2CCCO2)cc1 (stereo not given)
    1, -1, 1, 0, 3, -7, 0, 2.1, 0.0
8	OC(CN1CCN(Cc2ccccc2)CC1)c1ccc(Br)cc1 (stereo not given)
    1, -15, 7, 2, 5, -6, 2, 0.3, 0.0
9	CCN(CC(=O)Nc1ccccc1OC)C(=O)CN1C(=O)NC(C)(c2ccc(C)cc2)C1=O (stereo not given)
    ·, ·, 1, ·, 8, -2, -1, 4.3, -0.2
10	Cc1onc(-c2ccccc2)c1C(=O)N1CCOCC1
    2, 0, 7, -2, 3, 13, 2, 2.1, 0.2

Every second line gives: TPT1 inh, core dimer inh, LYPLA2 counter, CTSL1 counter, PREPL inh, GASC-1 inh, PP1 inh, PP5 inh, Efflux pump mplx
11	CCOc1ccc(C2NCCc3cc(OC)c(OC)cc32)cc1OC (stereo not given)
    -5, -1, 8, 2, -4, 7, -1, -0.3, -0.1
12	COc1cccc(CNS(=O)(=O)/C=C/c2ccc(OC)c(OC)c2)c1
    0, -1, 8, -1, 4, -12, 0, 1.6, 0.0
13	O=C(CCn1ccc2cc(S(=O)(=O)N3CCCC3)ccc21)NCc1ccccc1F
    1, -3, -3, 0, 5, 13, -1, -0.1, 0.2
14	CN1CCN(c2ccc(S(=O)(=O)N3CCCCC3)cc2NC(=O)COc2cccc(Cl)c2)CC1
    0, -3, -5, 0, 18, 4, 4, 4.6, 0.3
15	COC(=O)c1ccc(/C=N/NC(=O)C2CC(=O)N(c3ccc(F)cc3)C2)cc1 (stereo not given)
    1, 0, -2, 2, -3, 2, -4, 1.5, 0.8
16	Cn1c(CNC(=O)c2ccccc2F)nnc1SCC(=O)Nc1nnc(C2CC2)s1
    -5, 4, 0, 2, -8, 49, 2, 0.9, -0.1
17	CCOC(=O)Nc1ccc2c(c1)N(C(=O)N(C)C)c1ccccc1CC2
    5, 6, -2, -2, -11, -10, 1, -2.4, 0.3
18	COc1ccc(N2C(=O)C3CCCN3C2c2ccccc2OC)cc1 (stereo not given)
    1, -2, -7, -2, 2, 6, -6, 0.9, -0.1
19	CC(C)NC(=O)/C=C/C(=O)O
    -2, 1, 3, -4, 6, -11, 3, 2.3, -0.2
20	O=C(CCc1nc(-c2ccccc2)no1)NCc1cccnc1
    -2, 0, 3, 1, -2, -3, -2, 2.9, -0.1

Every second line gives: TPT1 inh, core dimer inh, LYPLA2 counter, CTSL1 counter, PREPL inh, GASC-1 inh, PP1 inh, PP5 inh, Efflux pump mplx
21	Cn1ccsc1=NC(=O)c1cccc(OC(F)F)c1
    -1, 2, 1, 3, -4, -15, -4, 0.0, -0.1
22	COc1ccc(CNC(=O)c2ccc(NC(=O)C3=CSCCO3)cc2)cc1
    0, 4, -4, 1, -2, 25, -1, 2.9, 0.0
23	CCN1CCCC1CNC(=S)Nc1ccc(C(C)=O)cc1 (stereo not given)
    2, 0, 1, -2, 15, 19, -3, -0.4, 0.0
24	Clc1ccc(C2C3=C(Nc4ncnn42)c2ccccc2CC3)cc1 (stereo not given)
    -6, 6, 4, -2, -57, -1, 0, 1.8, -0.2
25	CCCN(CCC)CCCn1c(=O)[nH]c2ccccc21
    -6, -5, -2, -3, 3, -1, 2, 0.7, 0.8
26	CCOCCCNCc1cn(-c2ccc(F)cc2F)nc1-c1ccccc1C
    -1, -4, 1, 2, -30, -1, 1, 0.1, -0.1
27	COc1ccc(/C=C/C(=O)OCC(=O)N2CC(=O)Nc3ccccc32)cc1
    -2, -9, 7, -1, 12, -7, -2, 2.2, 0.0
28	O=C(CN1CCN(c2cccc(Cl)c2)CC1)Nc1ccc([N+](=O)[O-])cc1C(=O)Nc1ccccc1F
    0, 8, -1, 1, 5, 3, -2, 1.9, 0.1
29	CCn1cc(CN2CCC(C(=O)Nc3cccc(-c4cscn4)c3)CC2)cn1
    -4, -4, -1, 0, 13, -5, -1, -2.5, 0.0
30	CC(=O)c1ccc(NC(=O)C(C)Sc2ccccn2)cc1 (stereo not given)
    -1, 1, 9, 0, -6, 29, -2, 0.7, 0.1

3 entries from above, ordered by formula weight, lowest first:
Every second line gives: TPT1 inh, core dimer inh, LYPLA2 counter, CTSL1 counter, PREPL inh, GASC-1 inh, PP1 inh, PP5 inh, Efflux pump mplx
30	CC(=O)c1ccc(NC(=O)C(C)Sc2ccccn2)cc1 (stereo not given)
    -1, 1, 9, 0, -6, 29, -2, 0.7, 0.1
27	COc1ccc(/C=C/C(=O)OCC(=O)N2CC(=O)Nc3ccccc32)cc1
    -2, -9, 7, -1, 12, -7, -2, 2.2, 0.0
26	CCOCCCNCc1cn(-c2ccc(F)cc2F)nc1-c1ccccc1C
    -1, -4, 1, 2, -30, -1, 1, 0.1, -0.1

New compounds follow:
Every second line gives: TPT1 inh, core dimer inh, LYPLA2 counter, CTSL1 counter, PREPL inh, GASC-1 inh, PP1 inh, PP5 inh, Efflux pump mplx
31	CCOC(=O)/C(Sc1nc(-c2ccccc2)cc(-c2ccccc2)c1C#N)=C(\C)O
    1, 22, -3, -5, -5, 7, -3, -1.0, 0.3
32	Cc1cc(C)c(NC(=O)CNC(=O)COC(=O)CN2C(=O)NC3(CCCC3)C2=O)c(C)c1
    -1, -1, 5, -5, -8, 0, 0, -0.9, 0.1
33	Cc1cccc2nc(-c3cccnc3)c(Nc3ccccc3)n12
    -3, 0, 7, -2, -26, 3, 0, 0.3, -0.2
34	CCOC(=O)c1c(-c2cccs2)csc1NC(=O)CN(CC)CC
    2, 7, 1, 3, 0, -3, -2, -1.9, 0.0
35	CC1CCCCC1NC(=O)/C(C#N)=C/C=C/c1ccccc1[N+](=O)[O-] (stereo not given)
    7, 9, -2, 0, 11, 3, 4, 2.5, 0.0
36	O=C(CCC(=O)OCC(=O)c1ccc(Br)cc1)Nc1cccc2cccnc12
    -1, 1, -2, -21, 3, -1, 1, -0.8, -0.1
37	CCCCCN(C(=O)CCC(=O)OC(C)C(=O)Nc1cccc(C#N)c1)c1c(N)n(CCCC)c(=O)[nH]c1=O (stereo not given)
    -1, -3, -5, 10, 6, 2, -5, -1.8, 0.0
38	CCOC(=O)C1CCN(Cc2ccc(Cl)c(Cl)c2)CC1
    1, -4, 6, 3, -1, -1, 1, -0.9, -0.1
39	O=C1CCCc2nn(-c3ccccc3)c(-c3ccncc3)c21
    -5, 0, 1, 2, -2, 0, -1, -2.4, -0.1
40	O=C(c1ccc(OC2CCN(Cc3ccccn3)CC2)cc1)N1CCC[C@H]1CO
    -4, -19, 5, 1, 13, -34, -3, 3.7, 0.1

Every second line gives: TPT1 inh, core dimer inh, LYPLA2 counter, CTSL1 counter, PREPL inh, GASC-1 inh, PP1 inh, PP5 inh, Efflux pump mplx
41	CN(C)S(=O)(=O)c1cccc(NC(=O)CCCC2CCCCC2)c1
    0, 8, -4, -3, 11, 7, 2, 7.7, 0.8
42	O=C1c2ccccc2CN1Cc1ccccc1
    0, -18, 7, -2, 3, -28, 3, 2.0, -0.1
43	CC(=O)c1cccc(CN2CCC(CO)(CCOc3ccccc3)CC2)c1
    -4, -20, 7, 4, -17, 1, -5, 2.4, -0.2
44	CN1CCN(C(=O)C(=O)c2cn(CC(=O)N3CCCC3)c3ccccc23)CC1
    0, -4, 3, 1, -7, 7, -2, 2.4, -0.5
45	Cc1cc(=O)n(C)c(=O)n1CCCCCN1CCCC1
    -3, -9, 4, -7, 7, 3, 0, 3.1, 0.0
46	O=c1c2ccccc2nc(-c2ccco2)n1-c1nc2ccccc2s1
    1, 5, -2, 0, -4, 7, 2, 1.6, 0.1
47	Clc1ccc(-c2cnc(Oc3ccccc3)nc2)cc1
    -2, -3, 5, 1, 1, 5, -2, 4.9, -0.1
48	CC(=O)NC(CCS(C)(=O)=O)C(=O)Nc1ccc2c(c1)OCO2 (stereo not given)
    1, 11, -7, 3, 7, -36, -4, -1.5, 0.0
49	CC(=O)NCc1ccc2[nH]c(C)cc2c1
    0, -11, 4, -4, 9, -7, 2, 4.0, 0.0
50	O=C(COc1ccccc1F)NC1CC1
    -1, 3, -10, 2, -9, -1, 0, -0.2, 0.2

Every second line gives: TPT1 inh, core dimer inh, LYPLA2 counter, CTSL1 counter, PREPL inh, GASC-1 inh, PP1 inh, PP5 inh, Efflux pump mplx
51	Cc1cc(/C=N/NC(N)=S)c(C)n1-c1ccc(Cl)c(Cl)c1
    -1, 7, 1, 10, 23, 9, 1, 0.9, -2.0
52	C[C@@H]1CCC(=O)N(CC[C@H](N=[N+]=[N-])c2ccccc2)CC1
    1, 13, 3, -1, -1, -8, 0, 3.4, 0.0
53	COc1ccc(C(=O)C2CCCN(Cc3cc(C)c(O)c(C)c3)C2)c(OC)c1 (stereo not given)
    1, 4, -11, 0, -3, -3, -1, -0.1, 0.8
54	O=S1(=O)[C@H]2C[C@@H]3C=C[C@]2(CN1Cc1ccc(C(F)(F)F)cc1)O3
    0, 0, -1, -1, 0, -6, -2, -1.5, 0.1
55	Cc1ccccc1Cn1nnc(-c2ccc(F)cc2)n1
    0, -3, 8, 2, -1, 20, -2, 0.5, 0.0
56	COc1cccc(NC(=O)CCCN2C(=O)C3CC=CCC3C2=O)c1 (stereo not given)
    4, -8, 2, -2, 7, 1, -3, 3.1, 0.1
57	CCOC(=O)c1ccc(-n2ncc(C(=O)OCC)c2N)cc1
    1, 0, 4, -2, 7, 0, -3, -1.1, 0.0
58	O=C(c1ccc2nc(N3CCCCC3)sc2c1)N1CCN(c2ccccn2)CC1
    0, -4, 1, -2, 6, 2, -1, 0.8, 0.1
59	O=C(COC(=O)c1ccc(S(=O)(=O)N2CCCCC2)cc1)Nc1ccccc1
    ·, ·, -11, ·, -4, -1, 5, -0.6, 0.0
60	CN(CCCN1CCOCC1)Cc1nc(-c2ccccc2)no1
    -3, -12, -4, -4, 8, 3, -4, 1.4, -0.2
61	C=CCN(c1ccccc1)S(=O)(=O)c1cccc(C(=O)N2CCN(c3ncccn3)CC2)c1
    ·, ·, 1, ·, 12, 1, 1, 4.6, 0.0

Bioassay records as filed in PubChem BioAssay.
